PGC1a acetyl inh: inhibitors of PGC1a acetylation signal, primary screen, cell-based, U2OS, AlphaScreen, inhibitor mode; AlphaScreen anti-acetyl-lysine; with virally co-expressed GCN5 acetyltransferase; inhibition, % at 15.6 µM; actives 0.17% (n = 350,000); AID 651687, 2012;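 active = every replicate shows inhibition of at least 40%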;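 note: 0% = neutral control wells and 100% = positive control wells; some results beyond the cut were filed as inactive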
CASP6 VEID inh: human caspase-6 inhibitors, primary screen, biochemical, VEID-R110 fluorescence, single point, set 2. actives 0.53% (n = 350,000). inhibition, % at 12.5 µM. purified caspase-6, Z-VEID-R110 cleavage fluorescence;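 active = mean inhibition across replicates at least about 35%, with every replicate also reaching that limit, limit read from the data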;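 note: 0% = median of neutral control wells and 100% = no fluorescence left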
Target sequence (P55212 24-179 limits assumed): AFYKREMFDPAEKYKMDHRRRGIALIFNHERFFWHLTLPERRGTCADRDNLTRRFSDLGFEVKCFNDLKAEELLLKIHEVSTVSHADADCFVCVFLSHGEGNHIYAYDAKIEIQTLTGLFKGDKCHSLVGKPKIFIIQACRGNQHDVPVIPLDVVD
Target sequence (P55212 194-293 limits assumed): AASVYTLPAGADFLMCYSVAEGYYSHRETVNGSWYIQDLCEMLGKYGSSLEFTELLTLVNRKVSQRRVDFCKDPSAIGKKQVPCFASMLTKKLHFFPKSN
miR122 inh: miR-122 Renilla sensor signal increase in Huh7, primary screen, miR-122 inhibitor project, cell-based, single point, plate reader. activation (reporter increase), % at 12.5 µM. actives 0.3% (n = 340,000). AID 602342, 2012. Huh7 miR-122 Renilla luciferase sensor, 48 h; neutral wells = 0, positive control = 100;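 active = mean replicate activation score at least 90 and every replicate individually at or above 90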;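 note: higher luciferase means less miR-122 activity so hits act as miR-122 inhibitors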
LGR2 antag: inhibitors of bursicon-induced LGR2 CRE-luciferase signal, primary screen, cell-based, HEK293, CRE-luciferase reporter, bursicon stimulation. inhibition, % at 9.99 µM. Drosophila bursicon receptor LGR2 (rickets). bursicon-stimulated, 4 h. actives 0.35% (n = 380,000);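 active = drop in luminescence signal, shown as inhibition above about 50% in the replicate tests, limit read from the data, passing the limit was not always enough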;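 note: agonist challenge used bursicon conditioned medium at about half maximal strength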
FN deposit inh: inhibitors of fibronectin matrix deposition, primary screen, AH1F cells, Alexa488-fibronectin fluorescence, plate reader. inhibition, % at 12.6 µM. AH1F fibroblasts, overnight. actives 0.086% (n = 350,000). AID 743247, 2014;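 active = mean inhibition across replicates of 30% or more, regardless of how many single replicates reach that level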;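 note: positive control wells lacked labelled fibronectin entirely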
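Material: AH1F fibroblast monolayer depositing Alexa488-labelled fibronectin into matrix / Amount: 10000 AH1F cells per well / Signal: fluorescence 485/525 nm / Medium: DMEM, 2% serum / Compound: single dose, pinned / Incubation: 1 h cell adhesion before compound, then overnight fibronectin incubation / Reagent: Alexa488-FN, 24 nM final / Read-out: inhibition of fibronectin deposition signal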
EWS-Fli block: EWS/Fli-driven NR0B1 reporter inhibitors, primary screen, A673 cells, NR0B1 luciferase, luminescence, MLPCN library. viability-normalised. inhibition, % at 12.6 µM. actives 0.67% (n = 350,000);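 active = mean inhibition of at least 50% after viability correction, with every replicate also passing that limit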;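 note: firefly luciferase signal divided by Alamar Blue viability fluorescence both relative to DMSO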
Cneo AK release: Cryptococcus neoformans cell lysis inducers, primary screen, AK release luminescence, single concentration | C. neoformans lysis, adenylate kinase release luminescence, 4 h; normalised: neutral wells 0, clomiphene wells 100 | lysis activity, % at 15 µM | actives 0.2% (n = 360,000);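 active = mean lysis activity across replicates of at least 80%, whatever share of replicates individually reach that level; inactive = mean lysis activity below 80%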
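Test system: log-phase Cryptococcus neoformans yeast cells; Quantity: yeast cell density of 5 × 10^6 cells/mL; Buffer or medium: YPD; Doses: single compound concentration per well; Timing: 4 h at 37 °C static, read 1 h later; Measured by: AK luminescence; Read-out basis: lysis from increased AK signal; Control set: Clomiphene as positive control.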
PAX8 inh HTS: inhibitors of PAX8-driven TPO luciferase reporter, primary screen, RMG-I cells, single concentration; SteadyGlo, 24 h; inhibition, % at 12.6 µM; actives 1.2% (n = 360,000); AID 652154, 2013;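 active = mean replicate inhibition at least 60% with every replicate also reaching 60%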;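 note: luciferase light reporting Pax8 driven TPO promoter activity; plate controls were median of neutral control wells for no effect and mitoxantrone controls for full effect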
* hit, by the source's call; / = not tested or not shown; [ ] = another dose, or the depositor's remark.

SMILES | PGC1a acetyl inh | CASP6 VEID inh | miR122 inh | LGR2 antag | FN deposit inh | EWS-Fli block | Cneo AK release | PAX8 inh HTS
Cc1nc2ccc(NC(=O)COc3cccc(F)c3)cc2s1 | / | 1 | / | 13 | 6 | -8 | / | -34
COc1ccccc1C(=O)NCCn1cc(SCC(=O)Nc2cc(C)on2)c2ccccc21 | 1 | / | 41 | 23 | 9 | / | / | /
O=C1CN(S(=O)(=O)Cc2ccccc2)C[C@H]2[C@H](c3ccc(C#Cc4ccc(F)cc4)cc3)[C@H](CO)N12 | 2 | -3 | / | / | / | 1 | / | 99*
COC(=O)C1=C(COc2ccccc2)NC(=O)NC1c1ccc(Br)cc1 (stereo unspecified) | -8 | -2 | -2 | / | 9 | -9 | -2 | -3
CCOC(=O)N1CCN(C(=O)c2ccc(Cn3c(=S)[nH]c4cc5c(cc4c3=O)OCO5)cc2)CC1 | -20 | / | 22 | / | -3 | / | 1 | 4
Cc1ccc(Nc2nc(NCc3cccs3)nc3ccsc23)c(C)c1 | -2 | -2 | -2 | 9 | 5 | 27 | 1 | 10
O=C(NC1CCC1)[C@@H]1[C@@H](CO)[C@@H]2Cn3c(ccc(C4=CCCC4)c3=O)[C@H]1N2CC1CC1 | / | 2 | -2[16.7 µM] | -11 | / | 5 | -8 | /
CO[C@@H]1CN(C)C(=O)c2cc(NC(=O)C3CC3)ccc2OC[C@@H](C)N(Cc2cccnc2)C[C@@H]1C | / | 4 | -1[16.7 µM] | -3 | -16 | 2 | -2 | -5
Cc1cc2nc(-c3ccccc3)c(Cc3ccccc3)n2c(C)c1Br | -5 | 0 | 0 | 4 | -3 | -34 | -1 | 28
NS(=O)(=O)c1ccc(NC(=O)COC(=O)c2ccc3c(c2)OCCO3)cc1 | -4 | 0 | -2 | 10 | 1 | 3 | -1 | -8
COCCCNC(=O)C[C@H]1C[C@@]2(C(=O)OC)C(=C[C@H](C(C)(C)C)O[C@@H]2C)N(CCC2=CCCCC2)C1=O | / | -2 | / | -1 | 3 | -4 | / | -5
C[C@@H]1CN([C@@H](C)CO)C(=O)c2cc(NC(=O)CCCN(C)C)ccc2O[C@@H](C)CCCCO[C@@H]1CN(C)S(=O)(=O)c1ccccc1 | -6 | -2 | 1[16.7 µM] | 6 | 6 | -11 | -2 | -13
Cc1ccc(OCC(=O)NNC(=O)C2CCC2)cc1C | -6 | -1 | 0 | 7 | 2 | 7 | 2 | -12
O=C(NN=C(Cc1ccccc1)Cc1ccccc1)C1CC1 | -5 | 0 | 1 | 2 | / | -4 | 0 | 11
CCCC(C)NC(=O)Cc1ccc(S(=O)(=O)N2CCOCC2)s1 (stereo unspecified) | 7 | 1 | -4 | 7 | 6 | 4 | -4 | -2
C#CCN1C=CC(=O)[C@@H](OC(=O)Nc2ccc(C)cc2)[C@H]1c1ccccc1Br | 0 | 2 | 4 | 10 | 9 | -5 | 2 | 18
COc1ccc2c(c1OC)C(=O)N(c1nc(SC)n[nH]1)C2=O | -30 | -4 | -4 | 4 | 6 | -4 | 2 | 6
Cc1ccccc1C(=O)N(CC(=O)Nc1sc(C)c(C)c1C(N)=O)C1CCCC1 | / | 9 | -3 | 5 | -9 | 6 | -3 | 15
CCOC(=O)/C(N=Nc1ccc(Cl)cc1)=C(/O)c1ccc([N+](=O)[O-])cc1 | -2 | / | 14 | 10 | / | / | 0 | /
CCOC(=O)Cn1nc(NC(=O)c2ccc(C(=O)OC)cc2)cc1C | 7 | -1 | 2 | 1 | 7 | -39 | -5 | -19
CCCCNS(=O)(=O)c1ccc2nc(-c3cccnc3)cc(C(=O)NC3CCCC3)c2c1 | 0 | -3 | 97* | -10 | -37 | 6 | / | -24
Cc1nnc(NC(=O)CSc2ncc(-c3ccccc3)[nH]2)s1 | 88* | 3 | 8 | -16 | -6 | -21 | -4 | -42
COc1ccc(CCC(=O)NCCc2ccc(Cl)cc2)cc1 | -1 | 8 | 15 | 0 | 6 | -9 | 0 | -9
CCC(=O)N1C[C@H](C)[C@H](OC)CN(C)C(=O)c2cc(NC(=O)NC(C)C)ccc2OC[C@H]1C | 8 | 2 | -1[16.7 µM] | -2 | -21 | -2 | 2 | /

Grouped by structure: the compounds so far with an NH in an aromatic ring.
SMILES | PGC1a acetyl inh | CASP6 VEID inh | miR122 inh | LGR2 antag | FN deposit inh | EWS-Fli block | Cneo AK release | PAX8 inh HTS
CCOC(=O)N1CCN(C(=O)c2ccc(Cn3c(=S)[nH]c4cc5c(cc4c3=O)OCO5)cc2)CC1 | -20 | / | 22 | / | -3 | / | 1 | 4
COc1ccc2c(c1OC)C(=O)N(c1nc(SC)n[nH]1)C2=O | -30 | -4 | -4 | 4 | 6 | -4 | 2 | 6
Cc1nnc(NC(=O)CSc2ncc(-c3ccccc3)[nH]2)s1 | 88* | 3 | 8 | -16 | -6 | -21 | -4 | -42

(cont.)
SMILES | PGC1a acetyl inh | CASP6 VEID inh | miR122 inh | LGR2 antag | FN deposit inh | EWS-Fli block | Cneo AK release | PAX8 inh HTS
CC(C)CC#Cc1ccc2c(c1)O[C@H](CN(C)C(=O)CC1CC1)[C@@H](C)CN([C@H](C)CO)S2(=O)=O | -5 | -3 | 43[16.7 µM] | -3 | -7 | 18 | -6 | 50
COc1ccc(NC(=O)c2cccc(N3C(=O)C4C5C=CC(C5)C4C3=O)c2)cc1 (stereo unspecified) | 0 | 1 | 5 | 8 | 8 | -2 | -2 | 2
CCOC(=O)C1CCN(C(=O)c2cc(S(=O)(=O)N3CCCCCC3)ccc2OC)CC1 | / | 1 | / | -8 | 6 | 0 | / | -15
COc1cc2c(cc1OC)CN(CC(O)c1ccccc1)CC2 (stereo unspecified) | 4 | -1 | -1 | -36 | 4 | -4 | -2 | 12
COc1ccccc1-c1nnc(SCC(=O)NC2CC2)n1C | 0 | 2 | -10 | -28 | -6 | 0 | 4 | -9
O=C1/C(=C/Nc2cccc([N+](=O)[O-])c2)CCc2ccccc21 | / | / | 4 | -9 | 3 | / | -2 | -109
CC(C)C(=O)c1cn(CC(=O)NCC2CCCO2)c2ccccc12 (stereo unspecified) | 11 | / | 18 | / | -15 | / | 0 | -12
COC(=O)C1=C(CCc2ccccc2)NC(=O)NC1c1ccc(Br)cc1 (stereo unspecified) | -20 | -3 | -5 | -3 | -9 | -6 | 2 | 5
Cc1c(NC(=O)CN2CCCC(C)C2)ccc2nsnc12 (stereo unspecified) | / | 13 | -3 | -11 | 8 | 0 | 0 | 15
CCOC(=O)N1CCN(C(=O)CSc2ccc(C(F)(F)F)cc2[N+](=O)[O-])CC1 | -2 | 2 | 2 | 9 | -2 | 7 | 0 | -4
CCCC#Cc1cnc2c(c1)C(=O)N([C@@H](C)CO)C[C@H](C)[C@@H](CN(C)Cc1ccc(F)cc1)O2 | -1 | 1 | -7[16.7 µM] | -14 | -1 | -2 | 2 | /
O=C(CCNC(=O)c1ccc(Br)cc1)NCC1CCCO1 (stereo unspecified) | / | 0 | -1 | -1 | 1 | -8 | 0 | 11
Cc1c(C(=O)N2c3ccccc3Sc3ccccc32)cccc1[N+](=O)[O-] | / | -3 | / | 18 | 5 | 3 | / | 45
Cn1c(NCCCO)nc2c1c(=O)n(Cc1ccccc1F)c(=O)n2C | / | -4 | -4 | -8 | / | / | 0 | /
CCOc1ccc(C(CC(=O)O)NC(=O)C(CC)c2ccccc2)cc1 (stereo unspecified) | -3 | -1 | -9 | -2 | 4 | -4 | -1 | 11
O=C(NNc1c(Cl)cncc1Cl)c1sccc1Cl | 6 | 1 | 2 | 13 | 5 | 9 | 1 | 7
O=C(O)/C=C/C(=O)N(Cc1ccc2c(c1)OCO2)C1CC(=O)N(CCc2ccccc2)C1=O (stereo unspecified) | 8 | -2 | 6 | -17 | -1 | 1 | -1 | -5
N#Cc1c(/N=C/c2cccs2)sc2c1CCCCC2 | 4 | / | 0 | / | 11 | / | / | -288
CCc1nn(CCCC(=O)N2CCN(c3cccc(C)c3C)CC2)c(=O)c2cc3occc3n12 | 9 | -3 | 4 | 10 | 2 | -2 | 1 | 15
COc1ccc(NC(=O)N(C)C[C@H]2Oc3ccc(NC(=O)Cc4cn(C)c5ccccc45)cc3C(=O)N([C@@H](C)CO)C[C@@H]2C)cc1 | 2 | -1 | 1[16.7 µM] | -7 | / | 3 | 47 | /
CC1CC(C)CN(C(=O)c2nn(C)c3c2CS(=O)(=O)c2ccccc2-3)C1 (stereo unspecified) | -9 | -3 | -2 | 13 | 11 | -2 | 2 | 9
COC(=O)c1ccccc1NC(=O)Nc1ccc2c(c1)OCO2 | -2 | / | -15 | / | 7 | / | -1 | -32
Cc1cc(C)n2c(NCc3ccccc3)c(-c3cc4ccccc4o3)nc2n1 | / | 0 | / | -7 | -8 | -39 | / | -5
C#CCN(C[C@H]1[C@H](OC(=O)NCc2ccccc2F)[C@H](OC(=O)NCc2ccccc2F)C[C@H]2C(=O)N(c3ccccc3)C(=O)[C@@H]12)S(=O)(=O)c1ccc(C)cc1 | -8 | -1 | -6 | -4 | 6 | -7 | -1 | -45

Another view of part of the listing above.
Value order – PGC1a acetyl inh | CASP6 VEID inh | miR122 inh | LGR2 antag | FN deposit inh | EWS-Fli block | Cneo AK release | PAX8 inh HTS
O=C(NNc1c(Cl)cncc1Cl)c1sccc1Cl
 : 6 | 1 | 2 | 13 | 5 | 9 | 1 | 7
O=C(O)/C=C/C(=O)N(Cc1ccc2c(c1)OCO2)C1CC(=O)N(CCc2ccccc2)C1=O (stereo unspecified)
 : 8 | -2 | 6 | -17 | -1 | 1 | -1 | -5

(continued)
SMILES | PGC1a acetyl inh | CASP6 VEID inh | miR122 inh | LGR2 antag | FN deposit inh | EWS-Fli block | Cneo AK release | PAX8 inh HTS
COc1ccc(S(=O)(=O)NC(C)C(=O)Nc2ccc3c(c2)OCO3)cc1OC (stereo unspecified) | / | 0 | -1 | 12 | 0 | -16 | -5 | -7
O=C(NCC[C@H]1CC[C@@H](NC(=O)c2cccnc2)[C@@H](CO)O1)Nc1ccc(Cl)cc1 | 0 | 0 | / | -19 | / | -16 | 7 | 0
CC=Cc1ccc2n(c1=O)C[C@@H]1[C@@H](CO)[C@H](C(=O)NCCC)[C@H]2N1C(=O)c1ccccc1 (mixture of isomers) | / | -1 | 6[16.7 µM] | -18 | / | -7 | -1 | -5
C[C@@H]1CN([C@H](C)CO)C(=O)Cc2cc(NS(=O)(=O)c3ccc(F)cc3)ccc2O[C@@H]1CN(C)S(=O)(=O)c1ccc(F)cc1 | -2 | 1 | 31[16.7 µM] | -3 | / | 2 | 0 | 6
CN(C)C(=O)c1cccc(-c2ccc([C@@H]3[C@H]4CN(C(=O)C5CCC5)CC(=O)N4[C@H]3CO)cc2)c1 | 3 | -1 | / | 0 | -4 | -13 | / | /
C[C@H](CO)N1C[C@H](C)[C@@H](CN(C)Cc2ccc3c(c2)OCO3)OCCCC[C@H](C)Oc2ccc(NS(=O)(=O)c3cn(C)cn3)cc2C1=O | 5 | / | 1[16.7 µM] | -15 | -6 | 1 | 1 | 9
O=C(O)CCCCCCCCCCCNC(=O)NC12CC3CC(CC(C3)C1)C2 | 7 | -3 | -5 | 2 | -5 | -10 | 0 | -5
CCOC(=O)c1ccc(NC(=O)N2CCN(c3ccccc3OC)CC2)cc1 | / | 4 | / | -9 | -2 | -2 | / | 4
O=C(NC(=S)N1CCN(c2ccc([N+](=O)[O-])cc2)CC1)c1ccc(F)cc1 | 16 | -1 | -3 | 5 | 5 | 12 | 4 | -2
